# CCR6 antag: CCR6 (human) receptor antagonism. P51684. CHO-K1 CCR6 PathHunter beta-arrestin, luminescence, CCL20-stimulated. inhibition, % at 20 µM. hit rate 0.49% among 340,000. AID 493098;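 active = compounds whose inhibition of the agonist-driven luminescence signal at 20 µM reaches about 50%, limit read from the data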;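 note: cells stimulated with CCL20 at 14 nM final; plate controls were DMSO with CCL20 for no effect and DMSO without agonist for full effect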
# EBI2 block: EBI2 (human) antagonism. P32249. EBI2 beta-arrestin recruitment, luminescence, 7a,25-OHC stimulated. inhibition, % at 5 µM. hit rate 0.81% among 360,000. AID 651636; in the data active = inhibition above about 38%;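 note: enzyme fragment complementation signal reports receptor beta-arrestin coupling in cells; 0% = agonist plus DMSO wells and 100% = wells without agonist; some results beyond the cut were filed as inactive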
# Target sequence (P32249 whole entry, looked up, the tested form may be a part): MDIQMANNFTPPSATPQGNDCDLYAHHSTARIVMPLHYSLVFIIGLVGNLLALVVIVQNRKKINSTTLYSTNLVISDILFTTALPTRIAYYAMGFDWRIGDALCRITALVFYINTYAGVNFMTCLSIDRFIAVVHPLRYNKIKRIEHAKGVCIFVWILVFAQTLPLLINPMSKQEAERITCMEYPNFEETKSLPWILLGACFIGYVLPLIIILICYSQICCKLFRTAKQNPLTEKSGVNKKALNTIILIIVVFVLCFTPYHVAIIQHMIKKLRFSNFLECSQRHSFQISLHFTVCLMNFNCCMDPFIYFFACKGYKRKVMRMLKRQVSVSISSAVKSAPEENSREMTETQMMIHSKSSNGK
# ATG4B inhibitor: inhibitors of human ATG4B cysteine protease; inhibition, % at 8.33 µM; hit rate 0.51% among 340,000; ATG4B cleavage of LC3-PLA2, NBD-HPC fluorescence, 1 h; AID 504462; in the data active = inhibition above about 40%
# Gli-Sufu antag: blocks Gli-Sufu signaling in a luciferase reporter | AID 588413 | inhibition, % at 5 µM | hit rate 0.74% among 340,000 | Sufu-KO-LIGHT fibroblasts, Gli luciferase reporter luminescence;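 active = inhibition above about 55%, limit read from the data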;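 note: 0% = DMSO-treated cells and 100% = wells with medium but no cells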
# UBC13 polyUb: inhibitors of human UBC13 polyubiquitin chain formation; TR-FRET; inhibition, % at 20 µM; hit rate 0.47% among 330,000; in the data active = inhibition above about 45%, passing the limit was not always enough
# Target sequence (P61088 whole entry, looked up): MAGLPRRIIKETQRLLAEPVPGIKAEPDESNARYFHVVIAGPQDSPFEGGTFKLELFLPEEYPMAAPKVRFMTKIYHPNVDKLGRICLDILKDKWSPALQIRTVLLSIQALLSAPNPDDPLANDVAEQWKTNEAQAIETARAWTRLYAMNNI
# CXCR6 block: blocks human CXCR6 beta-arrestin recruitment; O00574; CHO-K1 PathHunter CXCR6 beta-arrestin, luminescence; inhibition, % at 20 µM; hit rate 0.36% among 360,000; AID 602244; in the data active = inhibition above about 34%, passing the limit was not always enough;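 note: antagonist mode with CXCL16 agonist at 10 nM final; 0% = 10 nM CXCL16 with DMSO and 100% = unstimulated wells without agonist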
# Target sequence (O00574 whole entry, looked up): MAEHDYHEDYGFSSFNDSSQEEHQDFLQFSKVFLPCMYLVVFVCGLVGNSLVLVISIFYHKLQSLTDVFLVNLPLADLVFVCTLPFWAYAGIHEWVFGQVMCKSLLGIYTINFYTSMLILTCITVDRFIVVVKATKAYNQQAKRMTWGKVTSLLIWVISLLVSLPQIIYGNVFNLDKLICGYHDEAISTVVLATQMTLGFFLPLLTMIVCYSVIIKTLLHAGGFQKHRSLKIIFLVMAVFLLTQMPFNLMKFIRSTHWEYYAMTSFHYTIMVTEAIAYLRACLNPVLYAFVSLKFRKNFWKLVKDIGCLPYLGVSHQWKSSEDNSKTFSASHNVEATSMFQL
# APJ agonist: activates the human apelin receptor APJ | activation, % at 20 µM | hit rate 0.11% among 330,000 | P35414 | CHO-K1 APJ PathHunter beta-arrestin, luminescence; 0% DMSO wells, 100% apelin;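 active = activation more than six SD over the plate average, tested at 20 µM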;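 note: 0% = DMSO alone and 100% = apelin-13 at 10 nM; some results filed as inactive read as strong as hits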
#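 Test system – PathHunter CHO-K1 APJ (AGTRL-1) beta-arrestin reporter cells · Input – 1000 cells/well · Compound – single test compound dose, 20 µM final, 1% DMSO · Times – compound stimulation 90 min at 25 °C, detection 60 min · Technique – beta-gal luminescence · Read-out basis – APJ–arrestin association signal · Control set – negative DMSO alone, positive Apelin-13 at 10 nM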
# APJ antag: APJ receptor antagonism; P35414; CHO-K1 APJ beta-arrestin complementation, luminescence; inhibition, % at 20 µM; hit rate 0.32% among 330,000; AID 2521;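 active = inhibition above about 40% at 20 µM, limit read from the data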;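 note: cells challenged with 10 nM apelin-13 agonist together with compound; plate controls were apelin-13 plus DMSO wells for no effect and DMSO wells lacking apelin-13 for full effect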
# Active calls of the source: *; . = not tested or not shown. Random draw from the library. About 3% of those tested had a hit in this group.
SMILES,CCR6 antag,EBI2 block,ATG4B inhibitor,Gli-Sufu antag,UBC13 polyUb,CXCR6 block,APJ agonist,APJ antag
O=C(Nc1c2c(nn1-c1ccccc1)CS(=O)(=O)C2)c1ccccc1Br,-11,-6,-4,3,3,4,3,-28
CCOC(=O)c1c(NC(=O)COc2ncnc3ccccc23)sc(C(C)=O)c1C,9,-5,15,55*,-8,0,0,-6
CCN(CC(=O)Nc1ccccc1C(F)(F)F)C(=O)C1CCN(C(=O)Nc2ccccc2)CC1,-7,10,-15,7,3,6,-4,14
COc1ccc(CCn2nnnc2C(C(C)C)N2CCC(C(N)=O)CC2)cc1OC (centres undefined),-11,0,-10,1,2,0,2,10
C1N2CN3CN1CN(C2)C3,6,7,9,-7,1,-5,1,-5
Cc1ccc(OCCCCCCN2CCNCC2)c(Br)c1,10,-5,10,33,15,-10,-5,14
CC(C)(C)c1ccc(C(=O)NCCOc2ccccc2)cc1,11,0,5,42,-2,4,-3,13
COc1ccc(N(CC(=O)NCCSC2CCCCC2)S(=O)(=O)c2ccccc2)cc1OC,17,-13,11,-5,-8,10,0,-4
Cc1ccc(NC(=O)C2CCCN(S(=O)(=O)c3cccnc3)C2)c(C)c1 (centres undefined),9,-1,-5,-8,-2,5,0,19
COc1ccc(N2C(=O)CCC(C(=O)N3CCC(C(N)=O)CC3)C2c2ccc(F)cc2)cc1 (centres undefined),-5,-17,-3,-2,-4,0,-4,10
Cc1nnc(N2CCOCC2)c2nn(-c3cccc(Cl)c3)c(C)c12,9,6,3,31,-3,-3,1,12
Cc1cc(C)[n+](-c2ccc(Oc3ccccc3)c(S(=O)(=O)[O-])c2)[nH]1,-5,-4,-4,3,-1,3,-3,5
CCn1c(SCC(=O)NCC2CCCO2)nc2cc(S(=O)(=O)N3CCCCC3)ccc21 (centres undefined),-1,-6,-9,8,7,-6,-1,-3
CC(=O)NC(=O)COC(=O)/C=C/c1c(C)nn(Cc2c(Cl)cccc2Cl)c1Cl,18,8,4,5,2,1,-1,1
COC(=O)Cn1nc(-c2ccccc2)n(-c2ccccc2)c1=S,2,0,-11,3,-1,3,-2,-2
CNC(=O)c1nnsc1S(=O)(=O)c1ccc(Cl)cc1,77*,-6,-1,14,23,64*,-3,47*
COc1ccc(NC(=S)N/N=C/c2cccn2Cc2ccccc2F)cc1,-2,8,8,0,-6,-8,-4,13
COc1ccc(O)c(C2(O)C(=O)c3ccccc3C2=O)c1,4,1,-1,4,-2,5,-5,4
NC(=O)c1ccc(NC(=O)CSc2nnc(-c3ccc4c(c3)OCO4)o2)cc1,6,-6,-3,-4,8,-6,-4,7
Cc1cc2nc(-c3ccc(=O)[nH]c3)n(C)c2cc1C,1,-4,-1,34,.,-4,.,.
CC1C=CCC2C(=O)N(c3ccccc3OC(=O)c3ccco3)C(=O)C12 (centres undefined),6,12,2,2,11,-2,-4,16
O=S(=O)(NC1CCN(Cc2ccccc2)CC1)c1ccc(Cl)cc1,6,-2,1,7,-1,-6,-3,-13
O=C(CN1CCN(c2ccccn2)CC1)Nc1ccc(Cl)c(C(F)(F)F)c1,0,5,-8,3,0,-14,0,10
O=C(c1ccccc1NS(=O)(=O)c1cccc([N+](=O)[O-])c1)N1CCOCC1,-5,-9,-7,5,4,2,-5,-11
CC1CCc2c(sc3nc(CN4CCN(S(=O)(=O)c5ccccc5[N+](=O)[O-])CC4)[nH]c(=O)c23)C1 (centres undefined),7,20,-20,3,-5,-4,-2,-22
O=S(=O)(N1CCCCCC1)N1CCN(S(=O)(=O)N2CCOCC2)CC1,10,8,-6,12,2,-13,-2,-4
CC(C)(C)S(=O)(=O)c1ccsc1C(=O)O,14,-10,5,-1,-5,8,-1,5
COc1ccc(CN(C)c2ncnc(N)n2)cc1,6,0,4,20,8,0,-2,6
CCOC(=O)/C(C#N)=C/c1ccc(N2CCCCC2)cc1,39,0,9,-26,-10,-1,-4,8
COc1ccccc1CNS(=O)(=O)c1cc(-c2cc(C)no2)ccc1C(C)C,21,18,-1,2,-4,12,-5,-8
Cc1cccnc1NC(=O)C1CCN(S(=O)(=O)c2c(C)noc2/C=C/c2ccco2)CC1,12,4,-4,6,-9,4,-1,-16
Cc1ccccc1NC(=O)CCC(=O)OCC(=O)c1cccc([N+](=O)[O-])c1,54*,7,-4,6,-3,33,-9,56*
COc1ccc(S(=O)(=O)N2CC(O)C[C@H]2C(=O)OCC(=O)N2CCCCCC2)cc1 (some centres undefined),7,-3,-3,-7,-10,2,-2,2
C=CCN(c1ccccc1)S(=O)(=O)c1cccc(C(=O)NC2CCC(O)CC2)c1 (centres undefined),-1,-1,10,-4,-4,-7,6,13
COc1ccc(C(=O)NCCNc2ccc([N+](=O)[O-])cn2)cc1,15,-11,7,-3,-5,-3,-2,21
Cc1nnc(NC(=O)CSc2nccn2Cc2ccccc2)s1,9,-7,3,-4,-3,-4,-4,2

# Entries listed above marked active in CXCR6 block:
Molecule,CCR6 antag,EBI2 block,ATG4B inhibitor,UBC13 polyUb,CXCR6 block,APJ agonist,APJ antag
CNC(=O)c1nnsc1S(=O)(=O)c1ccc(Cl)cc1,77*,-6,-1,23,64*,-3,47*

# The list continues:
SMILES,CCR6 antag,EBI2 block,ATG4B inhibitor,Gli-Sufu antag,UBC13 polyUb,CXCR6 block,APJ agonist,APJ antag
C=C[C@@H]1c2ccccc2N(S(=O)(=O)c2ccc(C)cc2)[C@H](c2ccccc2C(F)(F)F)C1(C#N)C#N,6,1,-11,7,0,-6,-6,7
COc1ccc(CCNC(=O)c2cc(=O)c3ccc(C)cc3o2)cc1OC,10,-11,-1,-20,3,-7,-3,-1
Cc1cc(=O)oc2cc(OCC(=O)N3c4ccccc4CC3C)ccc12 (centres undefined),-12,2,-3,-4,-3,2,1,-13
C[C@H](CO)N1C[C@H](C)[C@@H](CN(C)CC2CCCCC2)Oc2ccc(NS(C)(=O)=O)cc2C1=O,7,-4,-2,-5,1,7,-1,8
COc1ccc(/C=N/Nc2nc(-c3ccc(C)cc3)c(C#N)c(=O)[nH]2)cc1,15,8,-6,16,5,6,-5,18
O=C(NNC(=O)c1ccccc1F)c1ccc2[nH]c(=O)c(=O)[nH]c2c1,3,-9,-1,-8,-2,3,1,-2
N#CCC(=O)Nc1ccc(C(F)(F)F)cc1N1CCOCC1,9,-3,4,2,5,5,-3,26
CS(=O)(=O)c1ccc(Cl)c(NC(=O)COC(=O)CNC(=O)c2ccccc2)c1,-7,-2,-6,-2,-2,0,-2,6
NS(=O)(=O)c1ccc(CNC(=O)c2cc(-c3cccnc3)nc3ccc(Cl)cc23)cc1,7,-3,2,-1,5,-1,1,2
Cc1ccc(S(=O)(=O)NC(=O)COc2ccccc2C)cc1,-19,-6,9,2,3,-8,-2,-2
O=C(c1cnn(C(=O)CN2CCCC2=O)c1)c1ccccc1O,-5,0,2,-7,15,4,0,6
CC(=O)c1cccc(NC(=O)C2CCN(C(=O)c3cccs3)CC2)c1,14,9,-2,-13,7,0,-2,6
CNS(=O)(=O)c1ccc(NC(=O)Nc2cccc(F)c2)cc1,0,-13,0,3,12,6,2,-10
CCOC(=O)CCNC(=O)N1CCCC(Cc2ccccc2)(C(=O)OCC)C1 (centres undefined),15,0,-2,-6,1,3,0,4
Cc1cc(C)n2nc(-c3cnn(C)c3C(F)(F)F)c(Cl)c2n1,-9,-13,-1,2,12,0,-2,24
CCN(CC(=O)Nc1c(F)cccc1F)C(=O)Cc1ccc(S(=O)(=O)N2CCOCC2)s1,3,-3,3,2,1,-7,-3,16
COC(=O)c1sccc1NC(=O)c1cnc2cc(C)nn2c1C,0,6,2,3,0,-4,1,-9
O=C(CSc1ncccc1C(=O)O)c1ccccc1F,0,2,3,-7,4,10,2,4
Cc1cccc(-n2c(CNC(=O)c3ccc(S(=O)(=O)N4CCCCC4)cc3)n[nH]c2=S)c1,-4,-12,0,-7,7,16,1,-8
COc1cccc2c1C(CO)N1C(C#N)C3CC(C(=O)O)C(C1C2)N3C (centres undefined),-3,-2,-17,-20,-11,5,-5,3
CCOC(=O)C1CCCN(c2nc3ccccc3nc2NS(=O)(=O)c2ccc(C)cc2)C1 (centres undefined),0,3,0,-2,-3,2,-2,-8
Cc1ccc(C)c(-n2c(CNC(=O)c3ccco3)nnc2SCC(=O)Nc2nccs2)c1,-2,-5,-5,-1,3,-5,7,-5
O=C1NC2(CCCCC2)C(=O)N1Cc1cc(=O)n2ccsc2n1,3,6,-3,0,4,2,-2,6
Cc1cc(C(=O)CN2C(=O)NC3(CCCCC3)C2=O)c(C)n1Cc1ccco1,14,3,-8,-82,2,7,-2,2

# Arranged by formula weight (descending): part of the list above.
SMILES,CCR6 antag,EBI2 block,ATG4B inhibitor,Gli-Sufu antag,UBC13 polyUb,CXCR6 block,APJ agonist,APJ antag
CCN(CC(=O)Nc1c(F)cccc1F)C(=O)Cc1ccc(S(=O)(=O)N2CCOCC2)s1,3,-3,3,2,1,-7,-3,16
C[C@H](CO)N1C[C@H](C)[C@@H](CN(C)CC2CCCCC2)Oc2ccc(NS(C)(=O)=O)cc2C1=O,7,-4,-2,-5,1,7,-1,8
Cc1cccc(-n2c(CNC(=O)c3ccc(S(=O)(=O)N4CCCCC4)cc3)n[nH]c2=S)c1,-4,-12,0,-7,7,16,1,-8
Cc1ccc(C)c(-n2c(CNC(=O)c3ccco3)nnc2SCC(=O)Nc2nccs2)c1,-2,-5,-5,-1,3,-5,7,-5
CCOC(=O)C1CCCN(c2nc3ccccc3nc2NS(=O)(=O)c2ccc(C)cc2)C1 (centres undefined),0,3,0,-2,-3,2,-2,-8
NS(=O)(=O)c1ccc(CNC(=O)c2cc(-c3cccnc3)nc3ccc(Cl)cc23)cc1,7,-3,2,-1,5,-1,1,2
CS(=O)(=O)c1ccc(Cl)c(NC(=O)COC(=O)CNC(=O)c2ccccc2)c1,-7,-2,-6,-2,-2,0,-2,6
CCOC(=O)CCNC(=O)N1CCCC(Cc2ccccc2)(C(=O)OCC)C1 (centres undefined),15,0,-2,-6,1,3,0,4
Cc1cc(C(=O)CN2C(=O)NC3(CCCCC3)C2=O)c(C)n1Cc1ccco1,14,3,-8,-82,2,7,-2,2
COc1ccc(/C=N/Nc2nc(-c3ccc(C)cc3)c(C#N)c(=O)[nH]2)cc1,15,8,-6,16,5,6,-5,18
COc1cccc2c1C(CO)N1C(C#N)C3CC(C(=O)O)C(C1C2)N3C (centres undefined),-3,-2,-17,-20,-11,5,-5,3
CC(=O)c1cccc(NC(=O)C2CCN(C(=O)c3cccs3)CC2)c1,14,9,-2,-13,7,0,-2,6
O=C(NNC(=O)c1ccccc1F)c1ccc2[nH]c(=O)c(=O)[nH]c2c1,3,-9,-1,-8,-2,3,1,-2
O=C1NC2(CCCCC2)C(=O)N1Cc1cc(=O)n2ccsc2n1,3,6,-3,0,4,2,-2,6
Cc1cc(C)n2nc(-c3cnn(C)c3C(F)(F)F)c(Cl)c2n1,-9,-13,-1,2,12,0,-2,24
CNS(=O)(=O)c1ccc(NC(=O)Nc2cccc(F)c2)cc1,0,-13,0,3,12,6,2,-10
Cc1ccc(S(=O)(=O)NC(=O)COc2ccccc2C)cc1,-19,-6,9,2,3,-8,-2,-2
N#CCC(=O)Nc1ccc(C(F)(F)F)cc1N1CCOCC1,9,-3,4,2,5,5,-3,26
O=C(CSc1ncccc1C(=O)O)c1ccccc1F,0,2,3,-7,4,10,2,4

# The list continues.
SMILES,CCR6 antag,EBI2 block,ATG4B inhibitor,Gli-Sufu antag,UBC13 polyUb,CXCR6 block,APJ agonist,APJ antag
COc1ccccc1OCC(=O)N/N=C/C=C/c1ccc([N+](=O)[O-])o1,-2,-6,-3,2,-9,-2,3,-33
O=C(O)C#Cc1cccc2ccccc12,8,5,-3,-2,-12,6,-4,14
Cc1ccc(-c2csc(NC(=O)c3cccc([N+](=O)[O-])c3)n2)cc1,25,4,-4,-1,-9,4,-2,19
N#CC1=C(N)NC(SCc2ccccc2)=C(C#N)C12CCCC2,14,0,2,-1,21,-10,-3,3

# High-throughput results (PubChem)
